Cycloheximide cs = Cycloheximide Counterscreen for Small Molecule Inhibitors of Shiga Toxin; cell reporter, cycloheximide protein synthesis inhibition counterscreen; max response, %; hit rate 12% among 300,000; AID 2314, 2010; in the data active means max response mostly above about 13%, no sharp cut-off; inactive means mostly below about 14%; further: read at 38.3 µM for the half of the compounds with a filed dose; 0% is about no effect
Shiga inhibitor = A qHTS for Small Molecule Inhibitors of Shiga Toxin; inhibition, % at 38.7 µM; AID 2315, 2010; hit rate 9.2% among 290,000; Vero cells, Shiga toxin protein synthesis inhibition reporter; in the data active means inhibition mostly above about 28%, no sharp cut-off; inactive means mostly below about 43%; further: 0% is about no effect
AMA1 RON2 block = qHTS for Inhibitors of AMA1-RON; Towards Development of Antimalarial Drug Lead: Primary Screen | Plasmodium falciparum AMA1 (3D7) - RON2 peptide interaction | AlphaScreen AMA1-biotinylated RON2 peptide binding | Potency, µM (doses to about 58.2 µM), for the others: at the highest dose activity change, negative = inhibition, most hits filed as inhibitors | hit rate 0.2% among 360,000;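 further: potency means the concentration at half of the fitted maximal effect; 0% = vehicle wells and -100% = peptide control; nearly all actives have a fitted effect of over 45% in size; some results filed as inactive show a strong effect at the top dose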
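AMA1 (3D7) with his tag at 25 nM final met compounds first, then biotinylated RON2 peptide at 25 nM; detection used donor plus acceptor beads, 10 µg/mL apiece, read by AlphaScreen after 30 min at room temperature.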
AmpC inh no detg = qHTS Inhibitors of AmpC Beta-Lactamase (assay without detergent). P00811. AmpC nitrocefin hydrolysis, absorbance 480 nm, 0.0001% Triton. Potency, µM (titrated, usually from 57.1 µM), without a hit: at the highest dose activity change, negative = inhibition, most hits filed as inhibitors. hit rate 0.52% among 330,000. AID 485341, 2010;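 further: potency means the concentration at half of the fitted maximal effect; plate controls were no compound for no effect and no enzyme for full effect; nearly all actives have a fitted effect of over 20% in size; some results filed as inactive show a strong effect at the top dose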
Target sequence (P00811 whole entry, looked up): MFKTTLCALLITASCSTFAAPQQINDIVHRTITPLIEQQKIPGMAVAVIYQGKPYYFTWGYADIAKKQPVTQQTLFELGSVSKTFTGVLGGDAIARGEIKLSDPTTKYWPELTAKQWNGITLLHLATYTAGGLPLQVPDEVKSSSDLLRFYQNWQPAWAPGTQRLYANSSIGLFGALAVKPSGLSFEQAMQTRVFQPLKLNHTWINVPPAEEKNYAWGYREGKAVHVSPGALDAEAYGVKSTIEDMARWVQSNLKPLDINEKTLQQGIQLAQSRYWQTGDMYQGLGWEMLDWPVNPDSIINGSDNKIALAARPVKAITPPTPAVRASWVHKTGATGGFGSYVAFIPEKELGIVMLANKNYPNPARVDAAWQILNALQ
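AmpC (5.3 nM in the dispensed reagent) in 20 mM phosphate pH 7.0 with 0.01% (detergent screen) or 0.0001% Triton X-100 was preincubated with compounds for 15 min at room temperature. Nitrocefin was then added from an 800 uM solution, and hydrolysis was followed at 480 nm.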
HCMV inh = qHTS Assay for inhibitors of the human cytomegalovirus (HCMV); AID 1259415, 2018; HFF cells, HCMV-luciferase reporter, 72 h; hits give low values; activity change, negative = inhibition, % at 57.5 µM; hit rate 4.5% among 410,000; in the data active means activity change below about -60%; inconclusive means no clear call, values can overlap the other calls; inactive means above about -39%; further: on the % scale 0 is the no-effect control and ±100 the full control effect
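Luciferase read-out from HCMV-luciferase-infected HFFs (MOI 1 PFU/cell) 72 h post infection at 37C; compounds added after 16 h cell attachment; activity normalized between buffer-only basal and Salinomycin (10uM) inhibitor controls.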
AmpC inh detg = qHTS Inhibitors of AmpC Beta-Lactamase (assay with detergent); Potency, µM (doses to about 114 µM), for the others: top-dose activity change, negative = inhibition, usual class: inhibitors; hit rate 0.041% among 370,000; AmpC hydrolysis of nitrocefin, absorbance 480 nm, 0.01% Triton;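 further: potency means the concentration at half of the fitted maximal effect; 0% = no-compound wells and -100% = no-enzyme wells; nearly all actives have a fitted effect of over 25% in size; some results filed as inactive show a strong effect at the top dose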
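AmpC (5.3 nM in the dispensed reagent) in 20 mM phosphate pH 7.0 with 0.01% (detergent screen) or 0.0001% Triton X-100 was preincubated with compounds for 15 min at room temperature. Nitrocefin was then added from an 800 uM solution, and hydrolysis was followed at 480 nm.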
FBPA Giardia inh = qHTS Assay for Inhibitors of Fructose-1,6-bisphosphate Aldolase from Giardia Lamblia. A8B2U2. purified Giardia FBPA. Potency, µM (highest dose often 59.6 µM), for the others: top-dose activity, negative = inhibition, usual class: inhibitors. hit rate 0.71% among 290,000. AID 2451, 2010; further: potency means the concentration at half of the fitted maximal effect; on the % scale 0 is the no-effect control and ±100 the full control effect; nearly all actives have a fitted effect of over 55% in size
Target sequence (A8B2U2 whole entry, looked up): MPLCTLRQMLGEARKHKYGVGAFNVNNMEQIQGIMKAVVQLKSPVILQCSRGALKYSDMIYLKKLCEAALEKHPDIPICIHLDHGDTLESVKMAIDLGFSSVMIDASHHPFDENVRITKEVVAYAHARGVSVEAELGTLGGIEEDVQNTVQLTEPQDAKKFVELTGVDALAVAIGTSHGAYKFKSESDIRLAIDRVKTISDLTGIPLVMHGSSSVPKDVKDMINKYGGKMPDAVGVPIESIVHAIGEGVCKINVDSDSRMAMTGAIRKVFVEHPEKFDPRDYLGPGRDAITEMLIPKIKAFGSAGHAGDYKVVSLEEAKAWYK
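40 nM FBPA preincubated 10 min at RT with compound (up to 57.5 uM final), then substrate plus GAPDH/TPI/NAD/arsenate coupling and diaphorase/resazurin added. Fluorescence read after 20 min at RT, 525/598 nm.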
An asterisk follows results filed as active; u = inconclusive; x = not tested or not shown; & = joins results of further samples; [ ] = remark or other dose. Unless noted, the call rests on the fitted dose curve; in most records, active means well fitted curve in the direction sought with a large enough effect; inconclusive means small, poorly fitted or top-dose-only effect, or another doubt; inactive means no such curve, though single readings can be large; an effect the other way counts as inactive or inconclusive.

SMILES	Cycloheximide cs	Shiga inhibitor	AMA1 RON2 block	AmpC inh no detg	HCMV inh	AmpC inh detg	FBPA Giardia inh
Cc1cc(C)cc(OCC(=O)OCc2cc([N+](=O)[O-])cc3c2OCOC3)c1	x	x	10%	-9%	38	x	x
CCOC(=O)c1c(NC(=O)c2ccco2)n(C2CCCCC2)c2nc3ccccc3nc12	8	107	6%	105%[activator]	-23	u	u
Cc1occc1C(=O)NNC(=O)c1ccccc1C(=O)O	24*	69*	2%	-21%	21	-1%	-3%
Cc1[nH]c(=O)c(C#N)c(C)c1CCC(=O)N(C)CC(=O)Nc1ccc(Cl)c(Cl)c1	-1	-3	16%	-9%	4	-9%	2%
CC1C2=C(CC(C)(C)CC2=O)NC2=C1C(=O)CC(C)(C)C2	5	-17	-2%	-5%	91	-9%	2%
COc1ccc(Cl)cc1-c1nc(N)nc(NC2CCCCC2)n1	-1	-8	2%	20%	18	-14%	4%
COC(=O)c1ccccc1N=Nc1c(C)[nH][nH]c1=O	-2	2	16%	16%	0	-2%	-1%
COc1ccc(N2CCn3c2nc2c3c(=O)n(CCN3CCOCC3)c(=O)n2C)cc1	-2	11	x	5%	x	-24%	4%
C=CCN(CC=C)S(=O)(=O)c1ccc(F)cc1	-2	-16	0%	x	29	-1%	-14%
Nc1c(C(=O)NCCc2ccccc2)c2nc3ccccc3nc2n1CCN1CCOCC1	8	3	5%	426%[activator]	-13	-10%	-5%
Cc1ccc2nccc(C(=O)N3CCCC(Nc4ccc(F)cc4)C3)c2c1 (stereo not drawn)	3	8	-4%	26%	-27	u	-5%
O=C1NCCN1C(=O)c1ccco1	-2	-32	-5%	-4%	-2	0%	4%
COc1cc(C(=O)O)nc(OC)n1	-4	2	1%	-18%	-33	-4%	u
Cc1cccn2c(=O)c3cc(C(=O)N4CCCCC4C)sc3nc12 (stereo not drawn)	x	x	1%	-2%	76	0%	x
COC(=O)c1cc(NC(=O)c2cc(C(C)(C)C)nn2Cc2ccc(F)cc2)ccc1N1CCOCC1	8	14	0%	177%[activator]	29	19%	-14%
CCn1c(COc2cccc(C)c2C)nnc1SCC(=O)N1CCN(c2ccc(OC)cc2)CC1	-1	1	-4%	30%[activator]	-97*	1%	5%
COc1ccc(Oc2nc(C)cc(C)c2S(C)(=O)=O)cc1	2	-3	-6%	-33%	-4	3%	1%
CCOCCCNC(=S)NCCCNc1nc2cc3c(cc2cc1C#N)OCO3	9	8	4%	-4%	-26	0%	-13%
Cc1cccc(-c2n[nH]c(=S)n2C)c1	-3	-7	18%	-9%	16	-3%	-14%
Cc1cccc(NC(=O)CCC(=O)N/N=C/c2ccncc2)c1	-1	-10	-8%[2.32 µM]	-10%	-3	-8%	4%
O=C(CCl)Nc1cc(S(=O)(=O)N2CCOCC2)ccc1N1CCOCC1	-1	-12	-7%	-10%	-35	-1%	3%
CC(Oc1ccc(Cl)cc1Cl)C(=O)Nc1ccc(S(=O)(=O)Nc2cnc3ccccc3n2)cc1 (stereo not drawn)	-5	-25	0%	-14%	x	-12%	21%
O=S(=O)(Nc1ccc2c(c1)OCCO2)c1ccc(Br)s1	3	32	11%	-36%	u	-3%	-1%
CCOC(=O)C1=NNC2(c3ccc(Cl)cc3)C(=O)N(c3cc(C)cc(C)c3)C(=O)C12 (stereo not drawn)	-2	-16	-12%	-47%	-11	-8%	-4%

Pulled by structure from the list above (2):
SMILES	Cycloheximide cs	Shiga inhibitor	AMA1 RON2 block	AmpC inh no detg	HCMV inh	AmpC inh detg	FBPA Giardia inh
COC(=O)c1cc(NC(=O)c2cc(C(C)(C)C)nn2Cc2ccc(F)cc2)ccc1N1CCOCC1	8	14	0%	177%[activator]	29	19%	-14%
COc1ccc(Oc2nc(C)cc(C)c2S(C)(=O)=O)cc1	2	-3	-6%	-33%	-4	3%	1%

Additional compounds follow:
SMILES	Cycloheximide cs	Shiga inhibitor	AMA1 RON2 block	AmpC inh no detg	HCMV inh	AmpC inh detg	FBPA Giardia inh
Cc1cc(C)n2c(SCC(=O)N(C)C3CCS(=O)(=O)C3)nnc2n1 (stereo not drawn)	-1	-17	-10%	-1%	-19	-12%	x
C/C(=N\NC(=O)c1cc(O)ccc1O)c1cccc(NC(=O)c2ccc(Cl)cc2)c1	47*	78*	-18%	-46%	19	2%	x
COc1ccc(-c2oc3ccccc3c2C#CC(C)(C)O)cc1	x	x	-4%	45%	1	-3%	x
COc1cc(NC(=O)c2ccc(S(=O)(=O)N(C)C)cc2)cc(OC)c1OC	-2	-17	4%	-2%	42	0%	-2%
O=C(NC1CCCN(c2ccc(C(F)(F)F)cn2)C1)c1cc(Cl)ccc1F (stereo not drawn)	-1	-35	-7%	-4%	17	0%	x
CC[C@@]12C(=O)N(c3ccc(C)cc3)C(=O)N1[C@H](c1ccc(Br)cc1)[C@@H]1C(=O)N(C(C)(C)C)C(=O)[C@@H]12	-1	-3	49%[activator]	172%[activator]	-7	u	-1%
CCc1ccc([C@@H]2CC=C(C(=O)O)[C@H](c3ccc(Cl)cc3)N2S(=O)(=O)c2ccc(C)cc2)cc1	x	x	18%	-14%	-3	-8%	x
CC(=O)Nc1ccc2[nH]c3ccccc3c2c1	-2	-2	-6%	-19%	-3	3%	-3%
C=CCNC(=O)c1cc2c(=O)c3ccccc3oc2nc1C	12	25	-7%	-13%	-31	-5%	1%
Cc1c(C)n(C)c2ccc(C(=O)NCCCN(C)C3CCCCC3)cc12	-5	-8	-18%	56%	30	5%	0%
CN(C)C(CNC(=O)Cc1cccc(C(F)(F)F)c1)c1ccccc1 (stereo not drawn)	-3	-6	13%	23%	27	-5%	15%
COc1ccc(S(=O)(=O)N2CCC(C(=O)NCCN3CCOCC3)CC2)cc1C	-3	3	25%	3%	15	-10%	-2%
CC1CC(C)CN(C(=O)COC(=O)c2ccc3c(c2)OCCO3)C1 (stereo not drawn)	x	x	0%	0%	3	x	x
Cc1cc(=O)oc2c3c(cc(OCC(=O)N4CCC(C(=O)O)CC4)c12)OC(C)(C)CC3	-2	-1	21%	-15%	-5	u	-8%
O=C(NCCO)/C(=C\c1cccs1)NC(=O)c1cccs1	-2	-8	15%	-21%	5	u	5%
CC(C)OCCCNC(=O)CCSc1ccc(Cl)cc1	1	-14	5%	30%	59	3%	6%
CCCCCCCCCCOC(=O)c1csc2nnsc12	1	-1	1%	-18%	18	u	4%
CC1(C)Cc2c(sc3c2C2=NCCN2C=N3)CO1	-4	3	4%	x	0	2%	u
COC(c1ccccc1)c1nnc(CCC(=O)N2CCCCCCC2)o1 (stereo not drawn)	11*	33	0%	14%	-25	1%	7%
O=C(Nc1cc(Br)ccc1O)C1CC(c2c(F)cccc2Cl)=NO1 (stereo not drawn)	1	-1	-9%	-41%	-32	-14%	2%
CCOC(=O)C1CCN(Cc2oc(CO)cc(=O)c2O)CC1	15	33*	-29%	-7%	54	2%	u
CCOC(=O)NN1C(=O)c2ccccc2NC1c1ccccc1F (stereo not drawn)	-7	-4	19%	-12%	40	u	5%
O=C(Cc1ccc(NC2=NC3CS(=O)(=O)CC3S2)cc1)N1CCN(c2ccc(F)cc2)CC1 (stereo not drawn)	-4	-4	10%	2%	-8	-11%	-19%
COc1ccc(S(=O)(=O)N(C)CC(=O)Nc2ccccc2C(F)(F)F)cc1OC	-2	-7	1%	15%	-21	-1%	1%
Cc1ccccc1Nc1nc(N)nc(CSCc2c(C)noc2C)n1	5	9	12%	-12%	-17	-11%	1%
COc1cccc(C(C(=O)NCC2CCCO2)N(C(=O)Cn2nnc3ccccc32)c2ccc(NC(C)=O)cc2)c1OC (stereo not drawn)	-1	-7	11%	33%	21	u	14%
COc1cccc(/C=C2\SC(=S)N(CCC(=O)Nc3ccc(O)cc3)C2=O)c1	30*	47*	0%	-29%	32	u	-6%
O=C(/C=C/c1ccc(Cl)cc1)N(Cc1cccs1)C1CCS(=O)(=O)C1 (stereo not drawn)	-1	13	-4%	52%	6	4%	7%
O=C(NNC(=O)c1cccs1)c1csc(N2CCOCC2)n1	x	x	52%[activator]	5%	16	-3%	x
Cc1[nH][nH]c(=O)c1C(c1ccccc1[N+](=O)[O-])C(C#N)C#N (stereo not drawn)	2	4	9%	-24%	-14	-5%	u
Cc1cc(C(=O)OCC(=O)Nc2ccc(S(=O)(=O)N3CCOCC3)cc2)c(C)o1	-1	13	0%	27%	-16	-9%	4%
CN(c1ccccc1)S(=O)(=O)c1nnc(NC(=O)C2CCCCC2)s1	5&1	-9&-3	1%	-30%	11&24	-3%&1%	-9%
CN(CC1COc2ccccc2O1)C(=O)c1cccc(S(=O)(=O)N2CCCC2)c1 (stereo not drawn)	x	x	20%[11.6 µM]	51%	u	-11%	x
C#CCn1cc(/C=N/Nc2nc3ccccc3[nH]2)c2ccccc21	54*	81*	-29%	-10%	-69*	-2%	-5%
O=C(CN1CCN(S(=O)(=O)c2ccccc2)CC1)Nc1ccc(Cl)cn1	-1	-9	-9%	21%	8	u	2%
Cc1c(Cl)cccc1NC(=O)Cn1cnc(S(=O)(=O)N2CCCC2)c1	-1	22	-2%	-17%	-9	-3%&-1%	x

Another view of 2 compounds above.
Each structure is followed by: Cycloheximide cs	Shiga inhibitor	AMA1 RON2 block	AmpC inh no detg	HCMV inh	AmpC inh detg	FBPA Giardia inh
O=C(CN1CCN(S(=O)(=O)c2ccccc2)CC1)Nc1ccc(Cl)cn1
 : -1	-9	-9%	21%	8	u	2%
CN(c1ccccc1)S(=O)(=O)c1nnc(NC(=O)C2CCCCC2)s1
 : 5&1	-9&-3	1%	-30%	11&24	-3%&1%	-9%

Continuation.
SMILES	Cycloheximide cs	Shiga inhibitor	AMA1 RON2 block	AmpC inh no detg	HCMV inh	AmpC inh detg	FBPA Giardia inh
CC(C)CCNC(=O)NC(=O)COC(=O)CNC(=O)C1CCCCC1	-1	3	-2%	6%	-13	-10%	1%
O=c1cc(CSc2ccccc2)nc(-c2ccccc2)[nH]1	19	16	0%	-19%	-105*	-8%	3%
CCOC(=O)c1cc(C(=O)c2cc(Br)ccc2O)coc1=N	-6	10	1%	-26%	-10	3%	11%
CCN(CC)CCOC(=O)c1ccc(NC(=O)/C=C/c2cccs2)cc1	75*	118*	-3%	-25%	-13	-4%	-20%
S=C(c1ccccc1)N1CCN(C(=S)c2ccccc2)CC1	-1	-3	18%	-31%	-26	u	5%
CCCN1CCC(=O)N(CCOc2ccccc2)CC1	3	4	-6%	-4%	-2	-6%	13%
COc1ccc2cc(C3(C)NC(=O)NC3=O)ccc2c1 (stereo not drawn)	-3	4	-8%	-20%	33	-4%	-2%
CCCN(Cc1ccccc1)C(=S)Nc1ccc(C(C)=O)cc1	14	24	-6%	-9%[11.4 µM]	23	-1%	-1%
C=CCNCC(=O)NN=C(c1ccccc1)c1ccccc1	3	-3	7%	-2%	-5	1%	14%
